Pol eta inh: DNA polymerase eta (human) inhibition | Q9Y253 | recombinant Pol eta, fluorescent DNA replication assay | Potency, µM (doses to about 114 µM), inactives show at the highest dose activity change, negative = inhibition, usual class: inhibitors | actives 1.2% (n = 390,000) | AID 588591; further: on the % scale 0 is the no-effect control and ±100 the full control effect
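Pol eta (10 nM) was preincubated with compounds for 15 min at room temperature, after which fluorescent replication substrate (50 nM final) was added to start the reaction. Fluorescence was read kinetically at 0 and 10 min.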
Pol beta inh: inhibitors of human DNA polymerase beta; Potency, µM (titrated, usually from 114 µM), inactives show at the highest dose activity change, negative = inhibition, hits mostly inhibitors; actives 1.3% (n = 340,000); Pol beta primer extension/strand displacement, fluorescence kinetic; P06746; AID 485314; further: on the % scale 0 is the no-effect control and ±100 the full control effect
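Reaction started by 50 nM substrate onto compound-treated Pol beta (10 nM, 15 min preincubation, room temperature); plates read at 0 min and 10 min. Normalized concentration-effect data fitted by four-parameter Hill equation.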
Anesthetic bind: candidate novel general anesthetic via apoferritin binding. actives 0.074% (n = 350,000). Potency, µM (series often up to 77.5 µM), for inactives: at the highest dose activity change, negative = displacement, actives largely listed as inhibitors. apoferritin/1-aminoanthracene competitive binding, fluorescence. AID 485281. P02791; further: on the % scale 0 is the no-effect control and ±100 the full control effect; nearly all actives have a fitted effect of over 20% in size
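Horse-spleen apoferritin (10 uM) in 50% saturated 1-aminoanthracene in PBS was incubated 10 min at room temperature with compound. Fluorescence (ex 380, em 535 nm) was normalized to free and bound 1-AMA, with concentration-response fitted by a four-parameter Hill equation.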
BLM helicase inh: blocks DNA unwinding by human BLM helicase; P54132; recombinant BLM DNA unwinding, fluorescence dequenching; Potency, µM (top dose mostly 56.1 µM), for inactives: top-dose activity change, negative = inhibition, usual class: inhibitors; actives 0.2% (n = 350,000); AID 2528;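 further: plate controls were vehicle for no effect and no enzyme for full effect; nearly all actives have a fitted effect of over 35% in size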
BAZ2B inh: BAZ2B (human) inhibition | Q9UIF8 | AlphaScreen BAZ2B-H3K14Ac peptide displacement | Potency, µM (highest dose often 114 µM), without a hit: at the highest dose activity change, negative = inhibition, hits mostly inhibitors | actives 4.4% (n = 360,000); further: on the % scale 0 is the no-effect control and ±100 the full control effect; nearly all actives have a fitted effect of over 60% in size
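BAZ2B 50 nM plus b-H3(5-23)K14Ac 50 nM, PBS pH 7.4/0.01% Tween-20, 30 min RT; compound added (max 110 uM), 30 min RT; streptavidin donor/Ni-chelate acceptor beads 10 ug/mL final, 20 min dark; AlphaScreen read.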
APE1 inh: blocks human APE1 abasic DNA cleavage; recombinant APE1, TAMRA/BHQ-2 abasic DNA cleavage fluorescence; actives 0.35% (n = 350,000); Potency, µM (titrated, usually from 65.8 µM), inactives show at the top dose activity change, negative = inhibition, hits mostly inhibitors;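 further: plate controls were vehicle for no effect and reference inhibitor for full effect; nearly all actives have a fitted effect of over 55% in size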
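Quantitative HTS: incision of a TAMRA/BHQ-2 double-stranded substrate bearing a tetrahydrofuran abasic site by 0.75 nM APE1 raises fluorescence. Substrate 50 nM final, added after 15 min compound preincubation at room temperature; progress as third-minus-first kinetic read difference.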
POLK inh: DNA polymerase kappa (human) inhibition | Q9UBT6 | purified Pol kappa, fluorescent DNA synthesis assay, 10 min | Potency, µM (top dose mostly 107 µM), inactives show top-dose activity, negative = inhibition, usual class: inhibitors | actives 0.53% (n = 400,000) | AID 588579; further: on the % scale 0 is the no-effect control and ±100 the full control effect
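Here, compound and 10 nM enzyme are combined for 15 min at room temperature; adding 50 nM substrate (final) starts DNA synthesis, tracked by fluorescence at 0 and 10 min against buffer-only wells.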
Pol iota inh: blocks human DNA polymerase iota activity; Potency, µM (top dose mostly 115 µM), without a hit: at the top dose activity, negative = inhibition, usual class: inhibitors; Pol iota fluorescent replication assay, 10 min; actives 1% (n = 390,000); Q9UNA4
Target sequence (Q9UNA4 whole entry, looked up): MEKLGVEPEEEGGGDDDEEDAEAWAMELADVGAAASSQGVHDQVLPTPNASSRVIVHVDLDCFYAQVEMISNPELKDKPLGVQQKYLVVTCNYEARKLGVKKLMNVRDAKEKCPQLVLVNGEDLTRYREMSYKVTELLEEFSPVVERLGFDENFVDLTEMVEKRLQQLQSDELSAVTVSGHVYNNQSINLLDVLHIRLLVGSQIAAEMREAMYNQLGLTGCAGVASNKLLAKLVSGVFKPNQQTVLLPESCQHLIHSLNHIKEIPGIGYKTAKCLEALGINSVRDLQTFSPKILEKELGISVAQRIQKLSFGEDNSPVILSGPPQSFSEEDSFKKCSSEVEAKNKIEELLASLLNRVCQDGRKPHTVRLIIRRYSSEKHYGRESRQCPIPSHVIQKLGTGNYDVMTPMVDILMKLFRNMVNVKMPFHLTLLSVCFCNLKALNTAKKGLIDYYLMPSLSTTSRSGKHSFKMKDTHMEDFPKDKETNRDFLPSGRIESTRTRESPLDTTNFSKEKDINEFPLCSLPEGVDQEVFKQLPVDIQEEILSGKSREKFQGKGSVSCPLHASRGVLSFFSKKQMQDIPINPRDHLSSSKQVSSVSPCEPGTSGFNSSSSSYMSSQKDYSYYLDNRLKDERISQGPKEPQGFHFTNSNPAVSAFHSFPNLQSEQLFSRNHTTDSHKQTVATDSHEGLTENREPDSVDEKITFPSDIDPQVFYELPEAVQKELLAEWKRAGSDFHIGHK
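Pol iota at 10 nM preincubated 15 min with compounds at room temperature; reaction started with fluorescent substrate, 50 nM final. Fluorescence read kinetically at 0 and 10 min; buffer-only wells as negative control.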
G9a block: blocks human histone lysine methyltransferase G9a. Q96KQ7. G9a H3K9 monomethylation, AlphaScreen, 2 h. Potency, µM (series often up to 102 µM), for the others: at the highest dose activity, negative = inhibition, usual class: inhibitors. actives 8.8% (n = 350,000). AID 504332; further: on the % scale 0 is the no-effect control and ±100 the full control effect; nearly all actives have a fitted effect of over 75% in size
Target sequence (Q96KQ7 913-1193 limits assumed): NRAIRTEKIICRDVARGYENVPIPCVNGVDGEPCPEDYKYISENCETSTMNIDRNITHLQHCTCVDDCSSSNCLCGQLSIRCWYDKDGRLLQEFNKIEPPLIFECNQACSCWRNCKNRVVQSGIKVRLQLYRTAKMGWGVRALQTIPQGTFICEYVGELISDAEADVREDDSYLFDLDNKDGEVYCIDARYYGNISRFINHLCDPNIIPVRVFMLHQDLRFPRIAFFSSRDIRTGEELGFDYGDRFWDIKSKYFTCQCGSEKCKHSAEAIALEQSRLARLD
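Step 1: enzyme (final 20 nM) with compound, 15 min RT. Step 2: substrate peptide 500 nM and SAM 20 uM, 2 h RT. Step 3: anti-H3K9me1 antibody and AlphaScreen beads, 10 min, then plate read.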
Numbers without * were called inactive; u = inconclusive; x = not tested or not shown; & = joins results of further samples; [ ] = dose if it differs, or a comment. The call rests on the fitted dose curve; in most records, active means well fitted curve in the direction sought with a large enough effect; inconclusive means small, poorly fitted or top-dose-only effect, or another doubt; inactive means no such curve, though single readings can be large; an effect the other way counts as inactive or inconclusive. Potency means the concentration at half of the fitted maximal effect. Some of the compounds tested. The share of hits here may be higher or lower than overall.

SMILES	Pol eta inh	Pol beta inh	Anesthetic bind	BLM helicase inh	BAZ2B inh	APE1 inh	POLK inh	Pol iota inh	G9a block
CS(=O)(=O)N(CC(=O)N/N=C/c1ccc(OCC(=O)N2CCOCC2)cc1)c1ccccc1Cl	-10%	9%	-1%	0%	8%	-11%	2%	20%	11%[59 µM]
CCOC(=O)/C(C#N)=N/Nc1ccc(S(=O)(=O)N2CCc3ccccc32)cc1	-21%	4%	-8%	-9%	u	u	-7%	4%	u
CCC(=O)c1ccccc1OCCN1C(=O)NC(C)(C)C1=O	-13%	20%	-7%	-3%	2%	-8%	9%	-23%	8%[59 µM]
O=C(CN1C(=O)CC(c2ccco2)Sc2ccccc21)NC1CCCCC1 (stereo not drawn)	-17%	16%	-10%	-6%	-30%	u	-11%	-13%	u
CCOC(=O)NC(=O)CSc1nc(C)cc(C)c1C#N	-7%	14%	4%	4%	18%	1%	9%	10%	46%
Fc1ccccc1NC(=S)Nn1cnnc1	-1%	15%	-3%	-7%	-24%	50%[activator]	-2%	-3%	4µM*
CCOc1cccc(C(=O)Nc2ccc(N(CC)CC)cc2)c1	-16%	1%	-10%	-5%	40µM*	-1%	-11%	0%	8.9µM*
COc1ccc(O)c(-c2cc(-c3cccc(Br)c3)n[nH]2)c1	-18%	-11%	u	-9%	u	-3%	-2%	-16%	0%[59 µM]
CC(NC(=O)COC(=O)COc1ccc(Cl)cc1)c1ccccc1 (stereo not drawn)	-22%	x	x	x	x	24%	0%	46%[activator]	x
CCN(c1c(C)n(C)n(-c2ccccc2)c1=O)S(C)(=O)=O	3%	-23%	5%	1%	-1%	0%	-2%	5%	-34%[12.7 µM]
NS(=O)(=O)c1ccc(N/N=C2/CCCc3ccccc32)c([N+](=O)[O-])c1	-16%	-2%	-16%	-11%	-2%	6%	2%	163%[activator]	-34%
CCC(Sc1nc2cc(OC)c(OC)cc2c(=O)n1Cc1ccc(OC)cc1)C(=O)NCCOC (stereo not drawn)	-11%&-19%	2%&1%	-1%&3%	-1%&-2%	10%&-1%	1%	13%	68%&13%[activator]	-40%
COc1ccc(CN(C)C(=O)c2ccccc2OCc2c(C)noc2C)c(OC)c1	-12%	x	x	x	-19%	25%	-3%	8%	-32%[59 µM]
Cc1cccc(Cn2c(CNC(=O)c3ccccc3)nc3ccccc32)c1	-15%	3%	-2%	-2%	-4%	x	12%	15%	-1%[59 µM]
Cc1ccc(S(=O)(=O)Cc2nc(-c3ccc(C(=O)NCCCOC(C)C)cc3)oc2C)cc1	-16%	5%	-6%	-3%	-7%	x	-5%	15%	u
CCOC(=O)c1cccc(NC(=O)C2CCN(S(=O)(=O)c3cccs3)CC2)c1	-10%	0%	-3%	-9%	3%	-3%	-22%	-5%	-12%[59 µM]
COc1ccc(-c2nnc(SC(C)C(=O)Nc3c(C)n(C)n(-c4ccccc4)c3=O)o2)cc1 (stereo not drawn)	-8%	3%	-7%	0%	-2%	-9%	-4%	-7%	5%[59 µM]
COc1cc2ncnc(NCc3cc(F)ccc3F)c2cc1OC	1%	18%	0%	-2%	1%	16%	-3%	50%[activator]	12%[2.33 µM]
Cc1ccc(N=Cc2ccc(N(C)C)cc2)cc1C	-14%	-27%	-7%	-6%	-13%	4%	-1%	98%[activator]	-43%
CC1CCN(CCCNC(=O)c2cn(C)c3ccc(S(=O)(=O)N4CCCC4)cc3c2=O)CC1	-14%	-1%	-10%	4%	0%	2%	-11%	18%	-13%[12.7 µM]
O=C(Nc1ccc(N2CCOCC2)cc1)c1ccc(Cl)c(S(=O)(=O)N2CCCCC2)c1	1%	x	x	x	-8%	26%	-16%	-7%	0%[12.7 µM]
Cc1ccc(S(=O)(=O)N2CCOCC2)cc1NC(=O)COc1ccc(-c2nnco2)cc1	-1%	9%	-12%	-5%	-11%	0%	3%	71%[activator]	-5%
Clc1ccc(OCc2noc(-c3ccsc3)n2)c(Cl)c1	-15%	-10%	-15%	-12%	143%[activator]	-1%	-8%	10%	141%[activator][59 µM]
CC(=O)Nc1ccc(NS(=O)(=O)c2cccc3nonc23)cc1	-19%	42%	-1%	0%	-15%	75%[activator]	-3%	37%[activator]	-5%
C=CCNC(=O)c1cc2sccc2n1C	-1%	-3%	7%	-1%	-7%	0%	-14%	u	26%[59 µM]

Individual results from above.
`CCC(=O)c1ccccc1OCCN1C(=O)NC(C)(C)C1=O` in Pol beta inh has 20%
`Clc1ccc(OCc2noc(-c3ccsc3)n2)c(Cl)c1` in G9a block has 141%[activator][59 µM]
`CCC(Sc1nc2cc(OC)c(OC)cc2c(=O)n1Cc1ccc(OC)cc1)C(=O)NCCOC` (stereo not drawn) in Anesthetic bind has -1%&3%

As a short view, part of the list above.
SMILES	Pol eta inh	Pol beta inh	Anesthetic bind	BLM helicase inh	BAZ2B inh	APE1 inh	POLK inh	Pol iota inh	G9a block
CCN(c1c(C)n(C)n(-c2ccccc2)c1=O)S(C)(=O)=O	3%	-23%	5%	1%	-1%	0%	-2%	5%	-34%[12.7 µM]
NS(=O)(=O)c1ccc(N/N=C2/CCCc3ccccc32)c([N+](=O)[O-])c1	-16%	-2%	-16%	-11%	-2%	6%	2%	163%[activator]	-34%

Next section
SMILES	Pol eta inh	Pol beta inh	Anesthetic bind	BLM helicase inh	BAZ2B inh	APE1 inh	POLK inh	Pol iota inh	G9a block
CCN(CC)S(=O)(=O)c1ccc(/C=C/C(=O)OCC(=O)c2c(N)n(C)c(=O)n(C)c2=O)cc1	-6%	-9%	-16%	-5%	-3%	-3%	-4%	182%[activator]	-33%
O=C(Cn1nc(-c2ccccc2)c2ccccc2c1=O)Nc1ccc2c(c1)nc1n2CCOC1	-6%	u	u	-5%	-38%	-10%	u	-8%	u
O=C(Nc1ccc2c(c1)OCO2)c1cccc2c1C(=O)N(C1CCCCC1)C2	-19%	-20%	-10%	-8%	u	-4%	-4%	83%[activator]	-25%
CCOC(=O)C1CCN(C(=O)c2cc(S(=O)(=O)N(C)C)ccc2N2CCCC2)CC1	-16%	4%	-5%	-5%	-14%	44%	-7%	-12%	40%
O=S(=O)(NCCc1ccc(Cl)cc1)c1cccs1	-12%	-1%	u	-5%	2%	28%	7%	2%	41%
Cc1ccc[n+](CC(=O)Nc2ccc(C)c(C)c2)c1	-14%	7%	-6%	-3%	-3%	-15%	11%	-17%	x
COc1ccccc1/C=N/OCc1ccc(C#N)cc1	6%	-16%	6%	-6%	183%[activator]	-8%	-15%	13%	-7%[2.33 µM]
Cc1ccc(CSCc2ccc(C(=O)NC3CCCC3)o2)cc1	-19%	-10%	-17%	-6%	-16%	-3%	3%	37%[activator]	17%[59 µM]
CN(C)S(=O)(=O)c1cccc(NC(=O)COc2ccc(S(=O)(=O)N3CCOCC3)cc2Cl)c1	-4%	x	x	x	x	-11%	-1%	62%[activator]	x
COc1cc(-c2noc(C)c2C(=O)NCCc2ccccc2)cc(OC)c1OC	-10%	x	x	x	x	-10%	-8%	12%	x
O=C(OCc1ccccc1F)c1cnc(Cl)c(Cl)c1	-16%	-1%	-12%	-7%	315%[activator]	14%[12.4 µM]	2%	46%[activator]	136%[activator][59 µM]
CC(=O)N1CCC(C(=O)N2CCN(S(=O)(=O)c3ccc(F)cc3)CC2)CC1	-6%	37%	-4%	-1%	-33%	8%	3%	-19%	-1%
CCCNS(=O)(=O)c1cccc(C(=O)NC2CCCc3ccccc32)c1 (stereo not drawn)	-11%	6%	u	-8%	12%	6%	-1%	-4%	31%[59 µM]
CCOC(=O)CSc1n[nH]c(=O)n1CCc1ccccc1	-4%	54%	-14%	1%	3%	-15%	-2%	4%	0%[2.33 µM]
O=C(NC1CC1)C1=C[C@H](c2ccccc2)C[C@H](OCc2ccc(CO)cc2)O1	-7%	82%	-5%	-5%	-4%	-7%	2%	-13%	19%[59 µM]
CC(C)c1ccc(OCC(=O)N(Cc2cccs2)C2CCS(=O)(=O)C2)cc1 (stereo not drawn)	-7%	-5%	-7%	-8%	4%	x	-4%	14%	6%[59 µM]
O=C(NN=C1CCCCCC1)c1cc2ccccc2cc1O	-22%	1%	-20%	1%	0%	5%	-7%	34%	36%
CN(Cc1nc2ccccc2[nH]1)Cc1nc(CC2CC2)no1	-4%	-1%	-6%	-4%	0%	17%	2%	15%	x
COc1cc(C(=S)N2CCOCC2)ccc1OC(=O)c1cccc(C)c1	-26%	-1%	-11%	-6%	u	-3%	-2%	14%	22µM*
Cc1cccc(NC(=O)c2cccc(C(=O)Nc3cccc(C)n3)c2)n1	7%	15%	-12%	-1%	-28%	57%[activator]	-1%	92%[activator]	u
Cc1ccc(NC(=O)c2ccc(=O)n(CC(=O)Nc3cccc(C)c3)n2)cc1	3%	4%	-7%	-2%	4%	x	-2%[60.1 µM]	7%	4%[59 µM]
COCCCN(Cc1ccco1)C(=O)c1cc2c(s1)-c1ccccc1OC2	-9%	-5%	45%[activator]	-8%	89%[activator]	x	-4%	8%	66%[activator][59 µM]
Cc1ccc(-c2nnnn2C2C/C(=N\NC(N)=S)C3OCC2O3)cc1 (stereo not drawn)	-22%	0%	-7%	-12%	-17%	-1%	3%	13%	u
COCCn1cnc2c1c(=O)n(Cc1ccccc1C#N)c(=O)n2Cc1ccccc1	-17%	7%	-4%	-2%	1%	29%	1%	38%[activator]	7%
O=C(Nc1ccc(Nc2ccccc2)cc1)c1cc([N+](=O)[O-])ccc1Cl	-5%	6%	-10%	-14%	40µM*	17%	-11%	3%	-23%
O=c1[nH]c2ccccc2c(O)c1-c1ccccc1	-17%	-1%	2%	-3%	0%	0%	9%	18%	12%[12.7 µM]
Cc1ccc2oc(=O)c3cnn(CC(=O)N4CCN(c5ccc(F)cc5)CC4)c3c2c1	-17%	18%	-2%	-2%	-6%	x	-15%	23%	-1%[59 µM]
COc1cccc(OCCOc2ccc(/C=C3\C(=N)N4N=C(S(C)(=O)=O)SC4=NC3=O)cc2OC)c1	-16%	-29%	4%	-15%	79µM*	-74%	-31%	u	40µM*
O=C1CCC(C(=O)N2CCCC(C(=O)c3ccc4ccccc4c3)C2)=NN1 (stereo not drawn)	-18%	9%	-15%	0%	-17%	36%	-3%	5%	u
